NLRP3 yeast inh: inhibitors of NALP3 inflammasome in yeast; Yeast reconstituted NLRP3/ASC/caspase-1, beta-gal luminescence, 24 h; inhibition, % at 10 µM; 330,000 tested, 0.39% active; AID 2825;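 active means inhibition of 50% or more; inactive means inhibition below 50%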;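 further: plate controls were induced DMSO wells for no effect and uninduced yeast grown without galactose for full effect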
SENP1 inh: blocks the human SENP1 SUMO protease catalytic domain | Q9P0U3 | recombinant SENP1 catalytic domain, CyPet-SUMO1-YPet FRET cleavage | inhibition, % at 10 µM | 360,000 tested, 0.21% active | AID 624204;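 active means inhibition at least 30% at 10 µM, raw YFP signal under a set limit, fluorescence ratio 0.5 to 1.5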;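 further: 0% = enzyme with DMSO and 100% = no enzyme wells; some results filed as inactive read as strong as hits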
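Compound: 10 µM single point, 0.5% DMSO; Test system: hSENP1 catalytic domain, recombinant; Timing: 50 min reaction at room temperature; Technique: FRET, CFP and YFP emission; Control set: no-enzyme wells low, DMSO-plus-enzyme wells high control.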
SENP8 block-1: inhibitors of human SENP8 protease. Q96LD8. recombinant SENP8, Nedd8 substrate fluorescence. inhibition, % at 20 µM. 360,000 tested, 0.64% active. AID 602440; in the data active means inhibition mostly above about 40%, no sharp cut-off; inactive means mostly below about 27%
SENP6 block: SENP6 protease inhibition. 330,000 tested, 1.8% active. inhibition, % at 10 µM. Recombinant SENP6 catalytic domain, aminoluciferin luminescence;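 active means inhibition above about 50% at the single tested dose, limit read from the data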;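 further: plate controls were DMSO wells with enzyme for no effect and DMSO wells lacking enzyme for full effect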
Target sequence (Q9GZR1 628-1112 limits assumed): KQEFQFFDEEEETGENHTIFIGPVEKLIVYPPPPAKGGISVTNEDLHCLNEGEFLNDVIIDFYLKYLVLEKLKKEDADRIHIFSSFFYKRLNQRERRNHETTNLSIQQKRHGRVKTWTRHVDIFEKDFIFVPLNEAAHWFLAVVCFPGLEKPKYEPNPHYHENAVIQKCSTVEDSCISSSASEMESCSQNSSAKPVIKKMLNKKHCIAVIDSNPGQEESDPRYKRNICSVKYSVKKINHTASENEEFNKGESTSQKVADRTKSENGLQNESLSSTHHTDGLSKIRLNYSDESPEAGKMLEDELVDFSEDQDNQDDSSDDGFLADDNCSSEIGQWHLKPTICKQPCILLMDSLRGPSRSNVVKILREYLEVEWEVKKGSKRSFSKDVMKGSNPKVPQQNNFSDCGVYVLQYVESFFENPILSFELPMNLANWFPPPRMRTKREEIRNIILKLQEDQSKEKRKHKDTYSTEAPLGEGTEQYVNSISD
Apaf-1 inh: human Apaf-1 inhibition; inhibition, % at 20 µM; 330,000 tested, 0.71% active; reconstituted apoptosome caspase-3 activity, DEVD-Rh110 fluorescence; O14727; active means inhibition of at least 40% at 20 µM;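 further: plate controls were DMSO wells for no effect and DEVD-CHO caspase inhibitor wells for full effect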
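Material: cell-free apoptosome with Apaf-1, procaspase-3 and caspase-9; Buffer or medium: Hepes pH 7.5 with detergent and BSA; Reagent: cytochrome c trigger plus (Z-DEVD)2-Rh110 caspase-3 substrate; Times: compound with Apaf-1, dATP, procaspase-3 30 min, then 50 min reaction, room temperature; Technique: Rh110 fluorescence intensity.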
PfGluPho inh: PfG6PD (Plasmodium falciparum) enzyme inhibition; PfGluPho enzyme, NADPH resazurin-diaphorase fluorescence; inhibition, % at 20 µM; 350,000 tested, 0.78% active; AID 504690;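 active means inhibition reaching at least a set limit at 20 µM in the primary screen, cut at about 59% in these data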;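 further: 0% = DMSO wells with substrate and 100% = DMSO wells lacking glucose-6-phosphate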
HKDC1 inhibitor: blocks human hexokinase HKDC1 activity | Q2TB90 | recombinant HKDC1, G6PDH/diaphorase resazurin coupled fluorescence | inhibition, % at 20 µM | 340,000 tested, 0.16% active | AID 493160;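 active means inhibition above about 35% when tested at 20 µM, limit read from the data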;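 further: plate controls were DMSO wells with enzyme for no effect and DMSO wells lacking enzyme for full effect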
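Incubation: 90 min at room temperature in dark / Material: recombinant HKDC1 (HK5) hexokinase enzyme, produced in-house / Quantity: enzyme 5 µg/mL final / Compound: one dose of 20 µM, 1% DMSO / Reagent: glucose and ATP substrates / Buffer or medium: Tris pH 8.0 buffer with MgCl2, Tween-20, BSA, BME / Technique: resorufin fluorescence at 613 nm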
SENP7 inh: blocks the human protease SENP7; Q9BQF6; AID 434973; recombinant SENP7, Z-RLRGG-aminoluciferin luminescence, 40 min; inhibition, % at 5 µM; 330,000 tested, 1.5% active;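 active means inhibition above about 50% at the single test dose, limit read from the data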;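 further: plate controls were DMSO with enzyme for no effect and no enzyme buffer wells for full effect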
Target sequence (Q9BQF6 706-1050 limits assumed): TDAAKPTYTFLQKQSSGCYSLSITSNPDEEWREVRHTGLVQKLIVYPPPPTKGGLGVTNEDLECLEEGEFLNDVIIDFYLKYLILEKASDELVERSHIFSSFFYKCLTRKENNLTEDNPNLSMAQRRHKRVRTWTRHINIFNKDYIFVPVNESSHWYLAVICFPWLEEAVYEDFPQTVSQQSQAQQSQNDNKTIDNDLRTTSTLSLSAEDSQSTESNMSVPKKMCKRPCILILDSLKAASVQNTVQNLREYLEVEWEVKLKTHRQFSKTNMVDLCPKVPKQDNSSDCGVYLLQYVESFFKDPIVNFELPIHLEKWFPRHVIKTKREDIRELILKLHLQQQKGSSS
SENP8 block-2: SENP8 protease inhibition | Q96LD8 | purified SENP8, Z-RLRGG-aminoluciferin cleavage, luminescence | inhibition, % at 10 µM | 330,000 tested, 1.2% active | AID 2540; in the data active means inhibition above about 50%
* hit, by the source's call; nt = not tested or not shown.

cpd	SMILES	SENP1 inh	SENP6 block	NLRP3 yeast inh	SENP8 block-1	Apaf-1 inh	SENP8 block-2	SENP7 inh	PfGluPho inh	HKDC1 inhibitor
1	COc1ccc(N/C=C(\C#N)S(=O)(=O)c2ccc(Cl)cc2)c(OC)c1	0	2	22	12	19	-6	1	1	-1
2	O=C(CSc1ncn[nH]1)NC1CC2CCC1C2 (stereo not given)	-1	-26	10	16	14	-7	-4	-10	0
3	CN(C)S(=O)(=O)c1cccn1-c1ncc(C(F)(F)F)cc1Cl	1	-14	-2	14	4	-3	0	4	-3
4	O=C(Cc1c(F)cccc1Cl)N/N=C/c1cccnc1	2	-11	11	14	-7	3	-4	-4	-8
5	Cc1cccc(NC(=S)N(Cc2cccs2)Cc2cc3cc(C)cc(C)c3[nH]c2=O)c1	1	-6	20	4	-7	-4	-8	-20	-7
6	NNc1nc(Nc2ccc([N+](=O)[O-])cc2)nc(N2CCCCCC2)n1	1	11	24	20	16	-22	11	20	-2
7	Cc1cc(C)nc(NC(=S)Nc2cccc(F)c2)c1	-1	-3	21	20	14	-3	5	0	-1
8	O=S(=O)(Nc1ccccc1Cl)c1ccc2[nH]c(=S)oc2c1	2	0	13	3	2	1	1	2	14
9	CS(=O)(=O)N(CC(=O)N1CCOCC1)Cc1ccccc1	1	-39	11	4	-9	-2	-1	-10	-9
10	CC(=O)N=C1SC2CS(=O)(=O)CC2N1Cc1ccc(C)cc1 (stereo not given)	3	-20	6	18	-10	2	5	0	1
11	COc1cccc(NC(=O)CN(C)C(=O)CCN2C(=O)C3CC=CCC3C2=O)c1 (stereo not given)	1	-6	17	-5	0	-4	12	-14	-3
12	COCc1ccc(C(=O)OC(C)C(=O)Nc2c(C)n(C)n(-c3ccccc3)c2=O)cc1 (stereo not given)	2	-3	18	16	-3	-1	8	3	-8
13	CC(C)CN1CCC(=O)N(CCSc2ccc(Br)cc2)CC1	0	18	19	10	8	3	-4	-6	-1
14	CCN1CCN(C(=O)c2ccc3nc(-c4ccccc4)c(-c4ccccc4)nc3c2)CC1	-3	-4	23	-397	8	0	-10	-2	0
15	COc1cccc(CNC(=O)CC(NC(=O)c2ccccc2)c2ccccc2)c1 (stereo not given)	-1	-8	2	10	6	3	-2	5	-4
16	CC(=O)C1=C(C)OC2(O)c3ccccc3C(=O)C12O (stereo not given)	1	37	15	88*	93*	23	43	-8	-7
17	CCCCn1c(N)c(N(CCOC)C(=O)COC(=O)CCOc2ccc(C)cc2)c(=O)[nH]c1=O	2	-22	3	19	-4	-15	-11	-12	0
18	C=CCCC(=O)N1C[C@H]2CON(C)[C@H]2C[C@H]1c1ccccc1Br	3	nt	nt	12	nt	nt	nt	3	-8
19	COc1ccc(C2(C(=O)Nc3nncs3)CCCC2)cc1	1	1	20	3	2	-8	7	-13	2
20	C=CCn1c(COc2ccccc2)nnc1SCC(=O)C(C)(C)C	0	-4	17	17	6	-8	-3	-8	4
21	CC1CCCCC1NC(=O)CSc1nnc(-c2ccco2)n1C (stereo not given)	2	19	-3	9	-4	8	-2	-1	-5
22	Cc1cc(NC(=O)CSc2ccnc(=O)[nH]2)no1	-1	-5	-1	9	7	-6	6	5	-2
23	CCn1c(-c2ccccc2Cl)nn(CC(=O)Nc2ccccc2C)c1=S	-2	-12	3	32	6	3	10	1	-7
24	COc1ccc(N(CC(=O)NCCc2ccc(S(N)(=O)=O)cc2)S(=O)(=O)c2c(C)noc2C)cc1	1	12	17	10	3	2	2	-12	-4
25	COc1cc(Br)cc2cc(C(=O)N3CCOCC3)c(=O)oc12	1	13	10	8	-3	2	-2	-6	5
26	Cc1ccc(OCC(=O)Nc2ccc(S(=O)(=O)Nc3cc(C)nc(C)n3)cc2)cc1	-3	-14	4	-1	-4	8	7	-11	-1
27	Cc1c(C(c2ccccc2Br)c2c(C)n(C)n(-c3ccccc3)c2=O)c(=O)n(-c2ccccc2)n1C	0	-13	15	10	13	-1	-3	-7	-2
28	CCN(CC)CCNC(=O)c1ccc(NC(=O)c2cccc(S(=O)(=O)N(C)C3CCCCC3)c2)cc1	-1	nt	nt	10	nt	nt	nt	11	-20
29	Cc1ccc(Nc2nc(C(=O)NCC3CCCO3)cs2)cc1 (stereo not given)	0	-15	17	16	-23	-2	5	25	-1
30	c1csc(-c2nc(N3CCOCC3)c3ccccc3n2)c1	-2	-13	21	-65	6	-1	1	-3	-1
31	CCN(CC)c1ccc(/C=N/NS(=O)(=O)c2ccc(CNC(C)=O)cc2)cc1	0	12	16	-5	-6	4	1	-10	-1
32	COc1ccccc1CN(C(=O)CNC(=O)c1ccco1)C(C(=O)NCC1CCCO1)c1ccccc1 (stereo not given)	-6	-8	13	1	0	-1	7	-6	-2
33	CC(=O)NCc1ccc(C(=O)COC(=O)COc2ccc(Cl)c(C)c2)s1	6	-6	-9	-7	-11	-10	-6	-9	2
34	CCOc1ccc(-c2nnc(NC3=NCCCCC3)o2)cc1	2	-10	15	9	4	-10	-2	-2	-3
35	CC(C(=O)NCc1ccccc1)N1C(=O)C2CC=C(Cl)CC2C1=O (stereo not given)	-32	2	15	-8	0	-1	-4	1	-6
36	CC(NC(=O)Cc1ccccc1)c1cc2c(cc1Br)OCCCO2 (stereo not given)	0	-4	-5	6	3	4	-2	-9	-3
37	CCCCN(CC)S(=O)(=O)c1ccc(C(=O)Nc2nnc(CSC)o2)cc1	1	-1	8	15	13	-2	-3	-28	3
38	CC(=O)Nc1ccc(S(=O)(=O)N2CC(=O)NC(=O)C2)cc1	3	-3	3	9	-10	1	2	-7	0
39	CCOc1nc(SC(C(C)=O)C(=O)Nc2ccccc2)nc(N(C)C)n1 (stereo not given)	-2	-10	3	12	2	0	12	-17	-6
40	CC(C)c1c(O)ccc2c1CC[C@H]1C(C)(C)CCC[C@]21C	-2	nt	nt	-3	nt	nt	nt	21	0

Results in NLRP3 yeast inh and Apaf-1 inh, for some of the entries so far:
nr	SMILES	NLRP3 yeast inh	Apaf-1 inh
29	Cc1ccc(Nc2nc(C(=O)NCC3CCCO3)cs2)cc1 (stereo not given)	17	-23
30	c1csc(-c2nc(N3CCOCC3)c3ccccc3n2)c1	21	6
31	CCN(CC)c1ccc(/C=N/NS(=O)(=O)c2ccc(CNC(C)=O)cc2)cc1	16	-6
32	COc1ccccc1CN(C(=O)CNC(=O)c1ccco1)C(C(=O)NCC1CCCO1)c1ccccc1 (stereo not given)	13	0

Next section.
cpd	SMILES	SENP1 inh	SENP6 block	NLRP3 yeast inh	SENP8 block-1	Apaf-1 inh	SENP8 block-2	SENP7 inh	PfGluPho inh	HKDC1 inhibitor
41	O=C(NCCCn1ccnc1)c1cc([N+](=O)[O-])cc([N+](=O)[O-])c1	0	-3	9	28	-4	1	-3	4	15
42	CCn1cc(C(=O)NCC(C)C)c(=O)c2cc(F)c(N3CCN(C)CC3)cc21	1	4	26	-274	-13	-6	5	6	0
43	COC(=O)c1ccc(N(CC(=O)NC2CCCC2)C(=O)c2ccc(C)s2)cc1	-1	-12	10	21	4	3	8	-7	4
44	CCOc1ccccc1NC(=O)c1nnn(CC(=O)Nc2cc(C)cc(C)c2)c1N	1	3	7	-32	-16	-2	-3	-6	-3
45	Cc1cc(C(=O)Oc2ccccc2C(=O)O)c(C)o1	1	-2	3	10	1	8	3	-5	-8
46	COc1ccc(C(=O)c2c3ccccc3[n+]([O-])n2Cc2ccc(C(N)=O)cc2)cc1	-2	-9	7	-8	8	7	-8	-3	1
47	CC1=C(C(=O)OCc2ccccc2)C(c2ccccc2)NC(=O)N1CCCC(=O)O (stereo not given)	1	-8	12	14	-3	-2	-2	-16	6
48	CC1(C)Cc2c(cnn2-c2ccc(F)cc2)C(NC(=O)c2ccc(=O)oc2)C1 (stereo not given)	-7	-11	12	-18	19	5	6	-7	-2
49	Nn1c(SCc2ccccc2)nnc1C1CCCCC1	4	-33	5	26	-7	-9	-5	-4	-7
50	COc1ccc(Nc2nc(N)nc(CSc3nnc(C)s3)n2)cc1	2	-19	12	23	7	-9	7	2	-10
51	O=C(NC1CC1)C1CCN(C2CCN(C(=O)c3c(F)cccc3Cl)CC2)CC1	-29	5	14	-59	2	5	3	-15	-6
52	Cc1c2cnn(CC(=O)Nc3c(F)c(F)cc(F)c3F)c(=O)c2c(C)n1Cc1ccccc1F	-14	-3	14	-24	10	8	-9	-8	6
53	C/C(=C\C(=O)OCC(=O)NCc1ccccc1)C(=O)OCC(=O)NCc1ccccc1	0	-19	-4	30	4	1	-10	-9	-5
54	CCn1cc(C(=O)NCC2CCCO2)c(=O)c2cc(S(=O)(=O)N3CCCCC3)ccc21 (stereo not given)	1	-9	0	13	0	-7	0	-5	-2
55	CCc1cc(=O)oc2cc(OCC(=O)NCCN3CCOCC3)c(Cl)cc12	1	-8	14	-77	7	1	-3	-6	-4
56	CCOc1ccc(N(CC(=O)NCc2ccc3c(c2)OCO3)C(=O)c2csnn2)cc1	0	0	19	6	2	2	5	5	-2

Five of the compounds above, with one line to a screen.
#42 CCn1cc(C(=O)NCC(C)C)c(=O)c2cc(F)c(N3CCN(C)CC3)cc21
#41 O=C(NCCCn1ccnc1)c1cc([N+](=O)[O-])cc([N+](=O)[O-])c1
#51 O=C(NC1CC1)C1CCN(C2CCN(C(=O)c3c(F)cccc3Cl)CC2)CC1
#56 CCOc1ccc(N(CC(=O)NCc2ccc3c(c2)OCO3)C(=O)c2csnn2)cc1
#54 CCn1cc(C(=O)NCC2CCCO2)c(=O)c2cc(S(=O)(=O)N3CCCCC3)ccc21 (stereo not given)

Compound,42,41,51,56,54
SENP1 inh,1,0,-29,0,1
SENP6 block,4,-3,5,0,-9
NLRP3 yeast inh,26,9,14,19,0
SENP8 block-1,-274,28,-59,6,13
Apaf-1 inh,-13,-4,2,2,0
SENP8 block-2,-6,1,5,2,-7
SENP7 inh,5,-3,3,5,0
PfGluPho inh,6,4,-15,5,-5
HKDC1 inhibitor,0,15,-6,-2,-2

High-throughput results (PubChem BioAssay)
